M5 antag = human M5 muscarinic receptor antagonists, primary screen, CHO cells, Fluo-8 calcium fluorescence; 0.59% of 360,000 active; CHO-hM5 cells, ACh EC80; inhibition, % at 3 µM; Muscarinic acetylcholine receptor M5 (Homo sapiens), P08912;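 active = inhibition above a per-plate cutoff, the mean of that plate's test compounds plus 3 SD, cut at about 27% in these data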;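 note: 0% = acetylcholine EC80 with DMSO and 100% = DMSO without agonist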
M4 PAM = human M4 muscarinic receptor positive allosteric modulators, primary screen, CHO-K1 cells, Fluo-8 calcium fluorescence; Muscarinic acetylcholine receptor M4 (Homo sapiens), P08173; 0.4% of 360,000 active; CHO-K1 hM4/Gqi5, ACh EC20; 0% = ACh EC20, 100% = maximal ACh; activation, % at 3 µM;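 active = activation above its plate's cutoff, the mean activation of sample wells plus 3 SD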; note: some results filed as inactive read as strong as hits
Target sequence (P08173 whole entry, looked up): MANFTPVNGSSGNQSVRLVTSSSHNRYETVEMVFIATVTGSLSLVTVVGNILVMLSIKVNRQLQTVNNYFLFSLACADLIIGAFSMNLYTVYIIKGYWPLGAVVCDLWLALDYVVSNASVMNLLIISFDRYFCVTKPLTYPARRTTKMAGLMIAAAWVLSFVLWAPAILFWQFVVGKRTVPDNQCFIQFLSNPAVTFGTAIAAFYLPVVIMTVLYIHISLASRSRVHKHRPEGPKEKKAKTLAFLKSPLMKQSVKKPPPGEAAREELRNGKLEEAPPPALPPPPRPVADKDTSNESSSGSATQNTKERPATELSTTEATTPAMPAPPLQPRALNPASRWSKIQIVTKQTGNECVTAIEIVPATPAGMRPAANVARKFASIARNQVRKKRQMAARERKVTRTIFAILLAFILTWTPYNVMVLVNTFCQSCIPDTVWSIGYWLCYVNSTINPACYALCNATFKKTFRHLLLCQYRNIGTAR
CRFR2-BP ag = agonists of CRF-BP/CRF-R2 complex, primary screen, cell-based, HEK293, calcium dye fluorescence, uHTS; CRF-binding protein / CRF receptor 2 complex (human); calcium dye fluorescence (FLIPR); percent of saturating CRF peptide response; activation, % at 13.2 µM; 0.46% of 350,000 active;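 active = activation of at least 50%, plus an integration ratio under a set limit after plate pattern correction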;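 note: plate controls were neutral control wells without compound for no effect and CRF at EC100 for full effect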
CHRM5 agonist = human M5 muscarinic receptor agonists, primary screen, CHO-K1 cells, Fluo-8 calcium fluorescence; 0.19% of 360,000 active; Muscarinic acetylcholine receptor M5 (Homo sapiens), P08912; activation, % at 3 µM; CHO-K1 hM5 cells; 0% DMSO wells, 100% maximal acetylcholine response;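 active = activation above the run's mean over test compounds plus 3 SD, cut at about 23% in these data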;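 note: signal is peak over basal fluorescence ratio across the kinetic read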
CHRM4 agonist = human M4 muscarinic receptor agonists, primary screen, CHO-K1 cells, Fluo-8 calcium fluorescence | CHO-K1 hM4/Gqi5; vehicle 0%, full acetylcholine response 100% | 0.14% of 360,000 active | activation, % at 3 µM;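 active = activation above the run mean over all test wells plus 3 SD, cut at about 32% in these data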;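 note: peak over basal fluorescence ratio per well then scaled between controls; 0% = DMSO wells and 100% = acetylcholine at EC100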
M1 PAM = human M1 muscarinic receptor positive allosteric modulators, primary screen, CHO-K1 cells, Fluo-8 calcium fluorescence, 1536-well | Muscarinic acetylcholine receptor M1 (Homo sapiens), P11229 | activation, % at 3 µM | CHO-K1 hM1, ACh EC20; 0% = ACh EC20, 100% = maximal ACh | 0.088% of 360,000 active; in the data active = activation above about 19%, passing the limit was not always enough
Target sequence (P11229 whole entry, looked up): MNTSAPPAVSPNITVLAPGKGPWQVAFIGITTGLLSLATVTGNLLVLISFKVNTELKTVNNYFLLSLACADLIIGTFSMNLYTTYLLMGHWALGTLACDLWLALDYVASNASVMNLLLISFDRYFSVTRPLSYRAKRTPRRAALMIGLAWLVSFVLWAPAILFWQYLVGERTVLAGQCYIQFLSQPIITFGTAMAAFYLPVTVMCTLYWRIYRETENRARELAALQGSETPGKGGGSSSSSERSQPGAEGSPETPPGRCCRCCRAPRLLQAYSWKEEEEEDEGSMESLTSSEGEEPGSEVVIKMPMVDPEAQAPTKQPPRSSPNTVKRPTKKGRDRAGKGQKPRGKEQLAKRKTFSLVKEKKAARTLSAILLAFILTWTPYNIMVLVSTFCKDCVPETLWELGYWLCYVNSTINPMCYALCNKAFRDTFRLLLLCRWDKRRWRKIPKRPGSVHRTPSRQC
CRFBP-R2 block = antagonists of CRF-BP/CRF-R2 complex, primary screen, cell-based, HEK293, calcium dye fluorescence, uHTS; 0.59% of 350,000 active; CRF-induced calcium fluorescence; AID 588475, 2011; inhibition, % at 11.8 µM;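 active = inhibition of the ligand-induced calcium signal above about 50% at the single tested concentration, limit read from the data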
M4 antag = human M4 muscarinic receptor antagonists, primary screen, CHO cells, Fluo-8 calcium fluorescence; Muscarinic acetylcholine receptor M4 (Homo sapiens), P08173; CHO-hM4 cells, ACh EC80; AID 624125, 2012; inhibition, % at 3 µM; 0.73% of 360,000 active;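 active = inhibition above its plate's cutoff, the mean inhibition of sample wells plus 3 SD, cut at about 27% in these data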;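 note: 0% = acetylcholine EC80 with DMSO and 100% = DMSO without agonist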
CHRM5 PAM = human M5 muscarinic receptor positive allosteric modulators, primary screen, CHO-K1 cells, Fluo-8 calcium fluorescence; Muscarinic acetylcholine receptor M5 (Homo sapiens), P08912; CHO-K1 hM5, ACh EC20 PAM; 0% = ACh EC20, 100% = ACh EC100; activation, % at 3 µM; 0.3% of 360,000 active; AID 624038, 2012;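 active = activation above the run cutoff, the mean activation of all test compounds plus 3 SD, cut at about 18% in these data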
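Assay system: CHO-K1 hM5 cells. Also added: acetylcholine at EC20 concentration, added after compound. Dosing: 3 µM, single dose. Times: compound preincubation 140 s before EC20 acetylcholine addition. Signal: Fluo-8 calcium fluorescence. Measure: % activation relative to EC20 and EC100 ACh responses. Repeats: singlicate, one well per test compound.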
The depositor's hits bear a star.

SMILES | M5 antag | M4 PAM | CRFR2-BP ag | CHRM5 agonist | CHRM4 agonist | M1 PAM | CRFBP-R2 block | M4 antag | CHRM5 PAM
Cc1ccc(C(=O)NCc2cccnc2)o1 | -15 | 1 | 2.0 | 0 | 1 | 6 | 84* | 2 | 14
Cc1nc(C(C)NC(=O)c2cc(COc3ccc(F)c(F)c3)on2)cs1 (configuration not stated) | 13 | 3 | -1.2 | 2 | 4 | 3 | -13 | -6 | -6
O=C(CSc1nnc2scc(-c3ccccc3)n12)NCC1CCCO1 (configuration not stated) | 7 | 2 | 1.4 | -1 | 1 | -2 | 12 | 8 | -6
Cc1oc(-c2ccc(Cl)cc2)nc1CS(=O)CC(=O)NC1CCCC1 (configuration not stated) | 10 | 2 | -0.3 | -1 | 0 | 9 | -5 | 4 | -5
Cc1ccc(-n2c(Cc3cccn3C)nnc2SCC(=O)N2CCN(c3ccccc3)CC2)cc1 | -4 | -3 | 0.4 | -2 | 2 | -7 | -4 | 3 | 2
CSc1nc(N)c(C(=O)Nc2ccc([N+](=O)[O-])cc2)s1 | 0 | 1 | -2.8 | 1 | 3 | 5 | 6 | -4 | -4
COCCNC(=O)c1cn(Cc2c(F)cccc2Cl)nn1 | 5 | 4 | -0.7 | -2 | 0 | 11 | 5 | 8 | 2
CCCCNS(=O)(=O)c1ccc(NC(=O)c2c(-c3ccccc3Cl)noc2C)cc1 | 5 | -7 | -1.1 | 4 | 6 | -8 | -3 | -6 | -14
O=C(O)c1ccccc1N(Cc1ccccc1)C(=O)CO/N=C/c1ccccc1 | -3 | 7 | -2.0 | 1 | 1 | -5 | 0 | -3 | -6
O=C(Cc1sc(-c2ccccc2Cl)nc1-c1ccccc1)Nc1ccc(F)cc1 | 1 | -1 | 3.7 | -1 | 0 | 6 | 7 | 7 | -1
C/C(=N\O)c1ccc2c(c1)OCCO2 | 6 | -1 | -1.8 | 2 | 1 | 12 | -19 | -1 | 2
COc1ccc(Oc2c(C(F)(F)F)oc3cc(OCC(=O)O)ccc3c2=O)cc1 | 8 | -1 | -1.6 | -3 | 1 | 9 | -2 | -3 | 3
O=C(CCNS(=O)(=O)c1ccc(Br)s1)NCc1ccccc1 | 5 | 2 | -4.8 | 1 | 1 | 5 | 8 | 3 | 4
CC(C)(C)C(=O)COC(=O)c1ccc(O)cc1 | -9 | 2 | -0.7 | -4 | 1 | -6 | -4 | -1 | -6
O=C(c1ccc2c3c(cccc13)CC2)C1CCCN(C(=O)c2cccnc2)C1 (configuration not stated) | 2 | -1 | -0.3 | -1 | 5 | 7 | 5 | -10 | -3
COc1ccccc1NS(=O)(=O)c1cc(NC(=O)CCNC(C)=O)ccc1N1CCCCC1 | 12 | 0 | -0.9 | -1 | 1 | 7 | -9 | -1 | -1
O=C(CC1C(=O)NCCN1C/C=C/c1ccccc1)NCCc1ccncc1 (configuration not stated) | 1 | -1 | 1.1 | -5 | 1 | 5 | 6 | -7 | -1
Cc1ccc(NC(=O)c2cc(N3C(=O)CCC3=O)ccc2N2CCOCC2)cc1 | 2 | 2 | 2.0 | 1 | 1 | 3 | 5 | -16 | 8
Cc1ccc(NC(=O)Cn2c(=O)oc3ccccc32)cc1C | 4 | -1 | -1.3 | 1 | 1 | 4 | 6 | -1 | 2
O=C(O)c1ccccc1OC(=O)C12CC3CC(CC(C3)C1)C2 | 11 | 10 | 0.2 | -2 | 0 | 8 | 17 | 10 | -5
Cc1cc(Oc2ccc(-c3ccccc3)cc2)n2ncnc2n1 | 3 | 0 | -3.1 | -2 | 1 | 5 | -35 | -7 | -7
Cc1ccc(NC(=O)N[C@@H](CC(C)C)C(=O)O)c(C)c1 | 0 | -1 | 0.1 | 0 | 0 | 1 | 4 | 2 | 1
O=C(NCc1ccc(Cl)cc1)C1CCC(CNc2c(N3CCCCC3)c(=O)c2=O)CC1 (configuration not stated) | 2 | -2 | -1.5 | 0 | 0 | 4 | -9 | 2 | 0
CC(C)c1onc(C(=O)N2C(C)CCCC2C)c1[N+](=O)[O-] (configuration not stated) | 5 | 2 | -1.6 | -3 | -1 | 14 | -5 | 4 | 0
COc1ccc(NC(=O)CCNC(=O)c2ccccc2)cc1S(N)(=O)=O | 1 | -2 | -0.5 | -2 | 0 | 14 | 4 | 4 | -1
Cc1ccc(NC(=O)C2OCCc3ccccc32)cc1Cl (configuration not stated) | 19 | -6 | -0.6 | -7 | 6 | 5 | 1 | -3 | -13
COCCNC(=O)c1cc(S(=O)(=O)N2CCCCC2)ccc1N1CCOCC1 | 0 | 1 | -0.8 | 0 | 1 | 7 | -1 | -1 | -1
Cc1ccc(/S(C)=N/S(=O)(=O)c2ccc(C)cc2)cc1 (configuration not stated) | 2 | 8 | -1.2 | -1 | 1 | 6 | 3 | -10 | 5
CCN(CC(=O)Nc1ccc2c(c1)OCO2)CC(=O)Nc1ccccc1C(F)(F)F | 6 | 0 | -0.8 | 4 | 2 | 4 | 5 | 4 | -2
O=C(CSc1n[nH]c(=O)[nH]c1=O)N/N=C/C=C/c1ccccc1 | 2 | 1 | -0.8 | 2 | 0 | 10 | 6 | -7 | 4
Cc1csc(SCC(=O)Nc2cccc3nsnc23)n1 | 5 | 7 | -2.3 | -3 | 1 | 6 | -27 | 3 | 11
CC(C)CCCNc1nc(N2CCOCC2)nc(N2CCOCC2)n1 | 0 | 5 | -3.1 | -4 | 0 | 0 | -13 | 0 | -4
CC(C)c1ccc(NC(=S)N2CCN(S(=O)(=O)c3ccccc3)CC2)cc1 | 11 | -1 | 1.3 | -6 | 4 | -1 | -11 | -10 | -7
O=C(NCCc1ccc(F)cc1)c1ccc2nccnc2c1 | 9 | -1 | 0.6 | 0 | 5 | -3 | -11 | 8 | -11
COc1ccccc1C(=O)Nc1ccc(OC(C)C(=O)N2CCOCC2)cc1 (configuration not stated) | 7 | -2 | 0.9 | 2 | 1 | 0 | 0 | 7 | -1
O=c1[nH]c(CN2CCCC2)nc2sc3c(c12)CCC3 | 12 | 3 | 2.2 | -2 | 1 | 11 | 7 | 1 | -1

A run of entries from the list above, for reference:
SMILES | M5 antag | M4 PAM | CRFR2-BP ag | CHRM5 agonist | CHRM4 agonist | M1 PAM | CRFBP-R2 block | M4 antag | CHRM5 PAM
COc1ccc(NC(=O)CCNC(=O)c2ccccc2)cc1S(N)(=O)=O | 1 | -2 | -0.5 | -2 | 0 | 14 | 4 | 4 | -1
Cc1ccc(NC(=O)C2OCCc3ccccc32)cc1Cl (configuration not stated) | 19 | -6 | -0.6 | -7 | 6 | 5 | 1 | -3 | -13
COCCNC(=O)c1cc(S(=O)(=O)N2CCCCC2)ccc1N1CCOCC1 | 0 | 1 | -0.8 | 0 | 1 | 7 | -1 | -1 | -1
Cc1ccc(/S(C)=N/S(=O)(=O)c2ccc(C)cc2)cc1 (configuration not stated) | 2 | 8 | -1.2 | -1 | 1 | 6 | 3 | -10 | 5
CCN(CC(=O)Nc1ccc2c(c1)OCO2)CC(=O)Nc1ccccc1C(F)(F)F | 6 | 0 | -0.8 | 4 | 2 | 4 | 5 | 4 | -2
O=C(CSc1n[nH]c(=O)[nH]c1=O)N/N=C/C=C/c1ccccc1 | 2 | 1 | -0.8 | 2 | 0 | 10 | 6 | -7 | 4
Cc1csc(SCC(=O)Nc2cccc3nsnc23)n1 | 5 | 7 | -2.3 | -3 | 1 | 6 | -27 | 3 | 11
CC(C)CCCNc1nc(N2CCOCC2)nc(N2CCOCC2)n1 | 0 | 5 | -3.1 | -4 | 0 | 0 | -13 | 0 | -4
CC(C)c1ccc(NC(=S)N2CCN(S(=O)(=O)c3ccccc3)CC2)cc1 | 11 | -1 | 1.3 | -6 | 4 | -1 | -11 | -10 | -7
O=C(NCCc1ccc(F)cc1)c1ccc2nccnc2c1 | 9 | -1 | 0.6 | 0 | 5 | -3 | -11 | 8 | -11
COc1ccccc1C(=O)Nc1ccc(OC(C)C(=O)N2CCOCC2)cc1 (configuration not stated) | 7 | -2 | 0.9 | 2 | 1 | 0 | 0 | 7 | -1
O=c1[nH]c(CN2CCCC2)nc2sc3c(c12)CCC3 | 12 | 3 | 2.2 | -2 | 1 | 11 | 7 | 1 | -1

The list goes on.
SMILES | M5 antag | M4 PAM | CRFR2-BP ag | CHRM5 agonist | CHRM4 agonist | M1 PAM | CRFBP-R2 block | M4 antag | CHRM5 PAM
Cc1ccc(/C=C/C(=O)OC(C)C(=O)NC2CCCCC2C)o1 (configuration not stated) | 9 | -3 | -1.0 | 0 | 0 | 4 | -15 | -1 | -2
CCN(CC)CCN(C(=O)c1ccc2c(c1)CCCC2)c1nc2ccc(C)cc2s1 | 6 | 8 | 2.9 | -5 | 0 | -4 | -22 | -6 | 3
CC(=O)c1cc(Cl)ccc1OCC(=O)NC1CCCC1 | 1 | -1 | 0.6 | -3 | 0 | 3 | 2 | -3 | 2
O=C1CCC(C(=O)N2CCN(c3cnccn3)CC2)CN1CCc1ccc(Cl)cc1 (configuration not stated) | -3 | -1 | -1.1 | -5 | 3 | 0 | 15 | -10 | -5
O=C(NCc1cccnc1)C(=O)N/N=C/c1ccc([N+](=O)[O-])cc1 | 1 | 1 | -0.2 | 0 | -1 | 7 | 18 | 7 | 9
Cc1cc(=O)oc2c3c(cc(OCC(=O)NCc4ccncc4)c12)OC(C)(C)CC3 | 6 | -2 | -0.3 | 0 | 3 | -4 | 16 | 2 | -8
COC(=O)N/N=C/c1cn(Cc2ccccc2Cl)c2ccccc12 | -3 | -4 | 0.1 | 2 | 6 | 5 | -23 | 5 | -6
C=C(C)COc1ccc2c(CC)cc(=O)oc2c1C | -4 | 1 | -0.7 | -6 | -1 | 3 | -33 | 0 | -4
CCOC(=O)c1ccc(NC(=O)N2CCCCC2)cc1 | 0 | -3 | -2.4 | -10 | 1 | 7 | 1 | -4 | 8
CCC(=O)Nc1ccccc1C(=O)OCc1ccc(C(=O)c2ccccc2)cc1 | -5 | -5 | -1.0 | 12 | 0 | 0 | 28 | -10 | -7
Cc1nn(Cc2ccc([N+](=O)[O-])cc2)c(=O)n1-c1cccc(Cl)c1 | 5 | 1 | -4.3 | 3 | 1 | 5 | 9 | 5 | 10
Cn1c(=O)n(CC(N)=O)c(=O)c2c1nc(Br)n2Cc1ccccc1 | 17 | -3 | 1.4 | -4 | 0 | -1 | 4 | 0 | 1

Structures listed so far that bear a hit mark in CRFBP-R2 block.
SMILES | M5 antag | M4 PAM | CRFR2-BP ag | CHRM5 agonist | CHRM4 agonist | M1 PAM | CRFBP-R2 block | M4 antag | CHRM5 PAM
Cc1ccc(C(=O)NCc2cccnc2)o1 | -15 | 1 | 2.0 | 0 | 1 | 6 | 84* | 2 | 14

Screens (PubChem BioAssay)
